Bioassay records (PubChem BioAssay)
FLuc modulator – firefly luciferase modulation, counter-screen for miR-21 project | P08659 | purified FLuc, Km substrates, luminescence inhibition | Potency, µM (titrated, usually from 57.5 µM), inactives show at the top dose activity change, negative = inhibition, actives largely listed as inhibitors | hit rate 6.9% among 360,000;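 note: potency is the fitted concentration of half-maximal effect; plate controls were vehicle for no effect and reference inhibitor for full effect; nearly all actives have a fitted effect of over 55% in size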
Target sequence (P08659 whole entry, looked up): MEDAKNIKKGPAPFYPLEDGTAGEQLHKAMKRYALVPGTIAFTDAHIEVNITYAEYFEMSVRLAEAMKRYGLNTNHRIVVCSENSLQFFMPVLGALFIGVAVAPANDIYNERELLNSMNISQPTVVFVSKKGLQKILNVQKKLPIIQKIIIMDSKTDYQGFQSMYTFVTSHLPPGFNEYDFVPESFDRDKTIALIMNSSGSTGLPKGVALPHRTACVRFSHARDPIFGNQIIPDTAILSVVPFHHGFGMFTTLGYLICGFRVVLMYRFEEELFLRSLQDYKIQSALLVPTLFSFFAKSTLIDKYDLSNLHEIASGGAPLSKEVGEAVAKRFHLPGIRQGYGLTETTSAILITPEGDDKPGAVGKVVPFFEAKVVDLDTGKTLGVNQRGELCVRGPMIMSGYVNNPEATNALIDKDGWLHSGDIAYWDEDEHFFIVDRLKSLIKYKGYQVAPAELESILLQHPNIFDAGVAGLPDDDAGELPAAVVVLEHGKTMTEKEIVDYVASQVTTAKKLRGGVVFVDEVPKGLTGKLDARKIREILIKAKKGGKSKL
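Purified P. pyralis luciferase, 10 nM final, with Km-level 10 uM D-luciferin and 10 uM ATP in 50 mM Tris acetate pH 7.5, 10 mM Mg acetate, 0.01% Tween-20, 0.05% BSA; 6-point qHTS titration about 60 µM downward; luminescence read.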
Rab9 promoter act – Rab9 promoter activation; Huh7 Rab9 promoter-luciferase reporter, luminescence, 24 h; hit rate 2.8% among 320,000; AID 485297; Potency, µM (highest dose often 9.22 µM), for the others: at the top dose activation, negative = inhibition, most hits filed as activators; note: potency is the fitted concentration of half-maximal effect; % of control where 0% means no effect; nearly all actives have a fitted effect of over 60% in size
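Cell-based reporter: Huh7 stable for Rab9 promoter-driven luciferase, plated in reduced-serum medium with 10% FBS at 1500 cells/well, compound-treated 24 h at 37 °C, luminescence read after 10 min reagent.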
ELG1 genotox – inducers of genotoxicity in HEK293T ELG1-luciferase cells; HEK293T ELG1-luciferase reporter, luminescence, 16 h; Potency, µM (highest dose often 46 µM), without a hit: top-dose activity change, positive = activation, hits mostly activators; hit rate 1.3% among 330,000; AID 504466; note: potency is the fitted concentration of half-maximal effect; % of control where 0% means no effect; nearly all actives have a fitted effect of over 60% in size
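ELG1-luciferase HEK293T cells, 2,000/well; compound pinned in; 16 hr, 37 °C, 5% CO2; ONE-Glo, 30 min RT; luminescence on CCD imager.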
Gal4-VP16 FLuc – inhibits Gal4-VP16 luciferase reporter, ROR gamma counter-screen; Drosophila S2 Gal4-VP16 UAS-luciferase, luminescence, 20 h; Potency, µM (highest dose often 53.6 µM), without a hit: top-dose activity, negative = inhibition, most hits filed as inhibitors; hit rate 3.5% among 310,000;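 note: Gal4-VP16 expression switched on by copper sulfate through the metallothionein promoter; potency is the fitted concentration of half-maximal effect; % is set by controls: 0 for no effect and ±100 for the full control effect; nearly all actives have a fitted effect of over 50% in size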
RORgamma inh – ROR gamma (mouse) transcription inhibition | P51450 | Drosophila S2 Gal4-RORgamma UAS-luciferase reporter, 20 h | Potency, µM (doses to about 53.6 µM), without a hit: top-dose activity change, negative = inhibition, usual class: inhibitors | hit rate 5.4% among 310,000; note: potency is the fitted concentration of half-maximal effect; % is set by controls: 0 for no effect and ±100 for the full control effect; nearly all actives have a fitted effect of over 60% in size
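Compounds are pin-transferred onto Drosophila Schneider cells expressing a copper-inducible Gal4–ROR gamma transactivation domain fusion. After 1 hr, copper sulfate is added to 700 uM final; luciferase is read 20 hr later.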
Coupling enz – counter-screen for Giardia aldolase inhibitors: coupling enzyme system | activity change, negative = inhibition, % at 58.2 µM, hits read low | coupling enzyme system counterscreen, AmpLite Red fluorescence | AID 2472 | hit rate 0.67% among 290,000; in the data active = activity change below about -30%; note: % is set by controls: 0 for no effect and ±100 for the full control effect
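Activity here indicates interference with the coupling reaction, not aldolase inhibition. Compounds at 57.5 uM final met coupling enzymes for 10 min at RT; substrate and AmpLite Red detection followed, with a 525/598 nm fluorescence read after 20 min.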
Giardia killer – kills Giardia lamblia | Giardia lamblia trophozoite viability | activity change, % at 7.66 µM, hits read low | hit rate 0.15% among 340,000 | AID 540267; in the data active = activity change below about -80%; inconclusive = between about -30% and that limit;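 note: parasites exposed to compound for two days anaerobically before the ATP read; % is set by controls: 0 for no effect and ±100 for the full control effect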
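Viability, read as ATP luminescence: trophozoites at 100 cells/well, compound added, 48 hrs anaerobic at 37 deg C, then 15-30 min room-temperature development before reading.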
uPA surface inh – cell surface uPA generation inhibition; cell surface uPA generation assay, qHTS; Potency, µM (series often up to 38.3 µM), for inactives: at the highest dose activity change, negative = inhibition, hits mostly inhibitors; hit rate 0.31% among 330,000; AID 540303; active = well fitted inhibition curve with a large enough effect; inconclusive = small, poorly fitted or top-dose-only effect; inactive = no such curve, though single readings can be large or run the other way; tested in mouse RAW 264.7 cells; note: potency is the fitted concentration of half-maximal effect; % is set by controls: 0 for no effect and ±100 for the full control effect; nearly all actives have a fitted effect of over 55% in size
NPC1 prom act – NPC1 promoter activation; Huh7 NPC1 promoter luciferase reporter, 24 h; Potency, µM (highest dose often 9.22 µM), for inactives: at the highest dose activation, actives largely listed as activators; hit rate 2.4% among 320,000; AID 485313;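 note: potency is the fitted concentration of half-maximal effect; % of control where 0% means no effect; nearly all actives have a fitted effect of over 60% in size; reporter is driven by a mutant NPC1 promoter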
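NPC1 promoter–luciferase Huh7 cells; 24 h compound; luminescence.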
KCNH2 3.1 inh – blocks the human KCNH2 3.1 channel isoform; hit rate 0.95% among 340,000; activity change, % (tested at about 1.8 µM); U2OS KCNH2 3.1, thallium flux FluxOr; active compounds read low; AID 720553;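 active = maximum activity change below -70%; inconclusive = maximum activity change from -70% to -50%; inactive = maximum activity change above -50%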;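 note: thallium influx rate constant from kinetic fluorescence after stimulation buffer; % is set by controls: 0 for no effect and ±100 for the full control effect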
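We transduce U2OS cells with the mutant 3.1 virus, culture them overnight, load FluxOr with Red40 quencher for 45 min, then add stimulation buffer and read kinetically for 2 min to derive a normalized rate constant.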
Tb PFK block – inhibitors of T. brucei phosphofructokinase; O15648; T. brucei PFK, ADP-Glo luminescence; Potency, µM (doses to about 57.5 µM), inactives show at the highest dose activity, negative = inhibition, hits mostly inhibitors; hit rate 0.17% among 330,000; AID 485367;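 note: potency is the fitted concentration of half-maximal effect; 0% = uninhibited 1x PFK enzyme wells and -100% = no-enzyme wells; nearly all actives have a fitted effect of over 60% in size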
Target sequence (O15648 whole entry, looked up): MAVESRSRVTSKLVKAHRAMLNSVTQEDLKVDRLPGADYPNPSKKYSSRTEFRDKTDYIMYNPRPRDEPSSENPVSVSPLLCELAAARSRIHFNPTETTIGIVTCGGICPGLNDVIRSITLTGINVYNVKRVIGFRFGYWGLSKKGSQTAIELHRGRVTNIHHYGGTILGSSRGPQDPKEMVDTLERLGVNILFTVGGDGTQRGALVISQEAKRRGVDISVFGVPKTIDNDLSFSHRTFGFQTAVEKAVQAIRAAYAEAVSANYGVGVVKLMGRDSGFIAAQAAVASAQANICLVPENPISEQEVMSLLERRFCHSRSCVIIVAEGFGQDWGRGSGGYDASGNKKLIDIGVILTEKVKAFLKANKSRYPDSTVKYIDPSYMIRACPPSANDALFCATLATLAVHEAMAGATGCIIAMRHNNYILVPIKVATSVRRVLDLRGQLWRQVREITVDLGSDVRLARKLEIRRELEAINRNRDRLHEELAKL
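Activity is normalized to no-enzyme wells (full inhibition) and 1.25 nM enzyme wells (no inhibition). Reaction: 0.5 mM F6P, 0.1 mM ATP, 45 min RT, ADP-Glo luminescence; concentration-response curves fitted and classed by quality.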
The depositor's hits bear a star; ? = inconclusive; . = not tested or not shown; [ ] = dose if it differs, or a comment. Unless noted, calls come from the whole dose curve; as a rule, active = well fitted curve in the direction sought with a large enough effect; inconclusive = small, poorly fitted or top-dose-only effect, or another doubt; inactive = no such curve, though single readings can be large; an effect the other way counts as inactive or inconclusive.

SMILES	FLuc modulator	Rab9 promoter act	ELG1 genotox	Gal4-VP16 FLuc	RORgamma inh	Coupling enz	Giardia killer	uPA surface inh	NPC1 prom act	KCNH2 3.1 inh	Tb PFK block
O=C(CSc1ccc(-c2ccco2)nn1)NCc1ccc(Cl)cc1	3%	-4%	1%	-7%	19%	1	-16	1%	-5%	7	-7%
O=S(=O)(Nc1cccnc1)c1ccc2c(c1)OCCO2	1%	-1%	4%	-6%	-13%	4	-7	2%	2%	11	1%
Cn1c(SCC(=O)NCc2ccc3c(c2)OCO3)ncc(C(=O)Nc2ccc(F)cc2)c1=O	2%	0%	4%	.	.	.	-15	1%	-6%	-6	0%
CCOc1ccccc1-n1nnnc1SC(C)C(=O)OC (stereo not given)	1%	-4%	-6%	21%	3%	2	7	-2%	-4%	5	2%
CCCCOCCCNC1=NCCCCC1	1%	1%	1%	1%	2%	0	8	-3%	-23%	12	2%
COc1ccc(CNC(=O)C(C)N2C(=O)NC(c3ccccc3)(c3ccccc3)C2=O)cc1 (stereo not given)	.	-6%	-1%	.	.	.	0	-10%	1%	?	-4%
Cc1nc2ccc(C(=O)O)cc2c2c1CC(C)S2 (stereo not given)	-19%	1%	1%	-8%	0%	2	-6	8%	-2%	1	0%
COc1ccc(CCNC(=O)CN(C)S(=O)(=O)c2cccs2)cc1OC	-1%	-4%	1%	-4%	-15%	3	?	-3%	-5%	-21	-2%
Cc1cccc(C(=O)c2c(N)sc3c2CCCC3)c1	1%	2%	-2%	-9%	37%	0	0	6%	-4%	1	-4%
Cn1c(CCN2CCN(c3ccccn3)CC2)nc2cc(NC(=O)COc3ccc(Cl)cc3)ccc21	2%	-33%[inhibitor]	-18%	5%	15%	3	9	?	-29%	-74*	-21%
CCN1CCN(c2ccc(S(=O)(=O)N3CCCCC3)cc2NC(=O)COc2ccccc2)CC1	4%	-3%	-8%	.	.	.	-24	-6%	1%	-10	0%
CCc1ccccc1NC(=O)Nc1ccc(F)cc1	?	15%	1%	7%	21%	3	7	0%	0%	.	2%
Cc1ccc(-c2nn3c(C)nnc3s2)cc1NC(=O)C(C)C	-1%	4%	3%	1%	2%	5	-8	0%	8%	1	0%
COc1ccc(N=Cc2c(O)n(-c3cccc(C)n3)c(=O)c3ccccc23)cc1	-22%	-2%	-6%	-19%	36%	1	8	-4%	-3%	-4	11%
O=C(NCC(=O)N1CCCCCCC1)c1ccc(Br)o1	1%	5%	?	.	.	.	-14	2%	3%	21	-1%
NC(=O)COC(=O)CC(NC(N)=O)c1ccc(Cl)cc1 (stereo not given)	1%	-1%	0%	5%	-1%	5	2	12%	-1%	23	0%
Cc1ccc(C(=O)c2c[nH]c(C(=O)NCc3cccnc3)c2)cc1	-8%	-1%	-2%	-6%	15%	-2	12	-4%	6%	10	-12%
O=C(NCc1ccco1)c1ccccc1NS(=O)(=O)c1ccc(Cl)s1	2%	-2%	-17%	3%	37%	3	-6	-6%	0%	1	-1%
Cn1c(=O)n(C)c2cc(NC(=O)CCl)ccc21	0%	-10%	?	?	11µM*	6	7	-10%	-8%	1	2%
CC(=O)Nc1ccc(S(=O)(=O)n2nc(-c3ccc(C)cc3)nc2N)cc1	0%	8%	1%	3%	-30%	-2	0	5%	-1%	-4	-4%
Cc1ccc2c(N)[nH]nc2n1	0%	-7%	-1%	-10%	-3%	1	1	1%	4%	-11	-1%
CCNc1nnc(-c2ccc(C)cc2)o1	15µM*	4µM*	?	-3%	-23%	0	-14	-6%	3.5µM*	-23	-2%
COc1ccc(CN2CCc3cc(OC)c(OC)cc3C2)cc1O	1%	-1%	-1%	4%	-5%	0	-1	?	-4%	1	0%
O=C1N/C(=N\N=C\c2cccs2)SC1Cc1ccc(Cl)c(Cl)c1 (stereo not given)	-11%	-4%	6%	0.71µM*	0.45µM*	0	-5	9%	-1%	10	2%
C=CCN1C(=O)C(Cc2ccc(OC)cc2)SC1=Nc1ccc(C(=O)O)cc1 (stereo not given)	0%	0%	0%	1%	37%[10 µM]	28	4	0%	-4%	3	-2%
C=CCN(CC(=O)NCc1ccc(OC)cc1)C(=O)c1csnn1	2%	1%	-1%	1%	-12%	1	-8	2%	-1%	28	-3%
CCOc1ccc2nc(NC3=NC(c4ccc(OC)cc4)CC(=O)N3)nc(C)c2c1 (stereo not given)	?	-1%	?	?	?	0	0	-11%	-7%	-1	-6%
CSc1cccc(NC(=O)COC(=O)c2ccccn2)c1	-6%	2%	-1%	.	.	.	33[activator]	7%	-4%	-7	-4%
Cc1ccc(NC(=O)CSc2nnc(C3COc4ccccc4O3)o2)c(Cl)c1 (stereo not given)	-8%	2%	1%	-5%	8%	0	16	-2%	1%	-12	-1%
COc1c(C)cccc1C(=O)Nc1ccc(N2CCN(C(=O)c3ccccc3C)CC2)cc1	1%	-8%	-38%[inhibitor]	?	?	.	-20	?	-3%	-2	-2%
CC(=O)C1=C(O)C(=O)N(c2ccc(S(=O)(=O)Nc3nccs3)cc2)C1c1ccc([N+](=O)[O-])cc1 (stereo not given)	?	1%	3%	5%	1%	9	-17	-1%	-4%	3	-2%
Cc1ccc(-c2csc3nc[nH]c(=O)c23)c(C)c1	4%	-1%	-6%	2%	19%	3	-16	2%	-4%	22	-3%
O=C(Nc1cccnc1Cl)c1cccnc1Cl	2%	0%	-7%	-5%	-15%	3	10	3%	6%	15	-3%
COC(C(=O)Nc1ccc(S(=O)(=O)Nc2ccc(C)c(C)c2)cc1)c1ccccc1 (stereo not given)	-1%	0%	-4%	1%	8%[10 µM]	1	-1	2%	-3%	15	1%
CCc1ccc2n(-c3ccc(OC)cc3)c([S-])c(C(=O)Nc3cc(C)cc(C)c3)[n+]2c1	-5%	0%	12%	-3%	-5%	2	14	1%	-3%	-20	-4%
N#CC1(NC(=O)COC(=O)c2ccc(-c3ccc(O)cc3)cc2)CCCCC1	?	-6%	15%	.	.	.	0	1%	0%	-24	13%
O=C(O)Cn1cc(/C=C/[N+](=O)[O-])c2ccccc21	-9%	12%	.	16%	-2%	-4	2	1%	-1%	-3	?
Cc1sc2ncnc(N3CCC(C(=O)NNC(=O)c4ccccc4Cl)CC3)c2c1C	-1%	0%	-18%	0%	12%	.	15	9%	-6%	4	-3%
Cc1ccnc(N2C(=O)c3ccccc3C2Nc2ccccc2Cl)c1 (stereo not given)	-1%	2%	1%	7%	-3%	-1	-12	-3%	1%	-5	-1%
CCN1CCN(C(=O)CS(=O)(=O)Cc2nc(-c3ccccc3C)oc2C)CC1	1%	2%	2%	0%	-7%	-1	54[activator]	-2%	0%	-5	0%
CC(NC(=O)c1ccc(N2CCCC2)c([N+](=O)[O-])c1)c1ccc(S(N)(=O)=O)cc1 (stereo not given)	1%	1%	13%	2%	9%	.	16	-5%	5%	1	2%
COc1cc2c(cc1OC)-c1cc(Nc3cccc(F)c3)nc(=O)n1CC2	?	5%	9%	-13%	11%	-4	-6	3%	-5%	2	0%
CC1Cc2nc(SCC(=O)Nc3ccc4c(c3)OCO4)n(CCc3ccccc3)c(=O)c2S1 (stereo not given)	-3%	-1%	-4%	-14%	?	2	?	20%	3%	0	3%
CC(NC(=O)Cc1ccc(F)cc1)c1ccccc1 (stereo not given)	-1%	2%	2%	-6%	16%	1	-17	5%	-3%	11	-1%
COc1nc(C)ccc1-c1noc(-c2ccncc2)n1	13µM*	?	?	3%	14%	2	2	.	?	8	0%
O=C(CC12CC3CC(CC(C3)C1)C2)NC(=S)NCc1ccco1	-2%	1%	6%	?	3.5µM*	2	-12	-21%	-6%	-15	0%
Cc1onc(-c2ccccc2)c1C(=O)NNC(=S)NC(=O)c1ccc(F)cc1	1%	-1%	-1%	2µM*	4µM*	13	5	-2%	-1%	3	0%
O=C(/C=C/c1c(Cl)cccc1Cl)n1cccn1	-5%	-4%	?	11µM*	?	5	-3	-1%	0%	10	0%
COc1ccc(/C=N/N2CCOCC2)cc1Cn1cc([N+](=O)[O-])cn1	-10%	0%	2%	-7%	2%	3	-30	0%	0%	-2	-12%
CCN(CC)CCNC(=O)c1ccc(NC(=O)c2c(F)cccc2Cl)cc1	-1%	1%	4%	2%	-25%	1	-8	-6%	0%	1	2%
Cc1ccc(-n2nnnc2SCC(=O)c2c(N)n(C3CC3)c(=O)[nH]c2=O)cc1	1%	-2%	-2%	.	.	.	-10	11%	-3%	1	-2%
COCCNC(=O)c1sc2ncn(CC(=O)N3CCCCC3)c(=O)c2c1C	2%	-2%	-5%	.	-3%[0.365 µM]	4	9	0%	-1%	5	-5%
